Screening results (PubChem)
MLL CXXC-DNA inh: inhibitors of human MLL CXXC domain-DNA interaction. Q03164. MLL-CXXC / FITC-HOXA9 DNA fluorescence polarization. Potency, µM (highest dose often 115 µM), inactives show at the top dose activity change, negative = inhibition, most hits filed as inhibitors. hit rate 0.037% among 290,000; active = well fitted inhibition curve with a large enough effect in the polarisation, with a control signal flat, not every such curve was filed as active; inconclusive = small, poorly fitted or top-dose-only effect, or effect the other way, or a change in a side signal; inactive = no such curve, though single readings can be large or run the other way; the % refers to the polarisation; note: potency is the fitted concentration of half-maximal effect
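Purified MLL-CXXC (added from a 7 uM solution) was preincubated 5 min at ambient with pinned compounds in 50 mM Tris-HCl pH 7.5, 50 mM NaCl, 1 mM DTT, 0.05% BSA. Fluorescein-labeled HOX-A9 DNA (50 nM solution) followed, 30 min, then polarization read.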
PKM2 act: increases activity of human pyruvate kinase M2; AID 1631; hit rate 0.34% among 260,000; P14618; Potency, µM (top dose mostly 57.5 µM), inactives show at the highest dose activation, actives largely listed as activators; purified PKM2, Kinase-Glo ATP luminescence, activation; response scale: 0% is enzyme alone, no compound; note: potency is the fitted concentration of half-maximal effect; % is set by controls: 0 for no effect and ±100 for the full control effect; nearly all actives have a fitted effect of over 55% in size
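ATP formation by purified human PK-M2, quantified via coupled luciferase luminescence after 1 h at room temperature with 0.1 mM ADP and 0.5 mM PEP final.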
TRPV1 agonist: agonists of human vanilloid receptor 1 (TRPV1) | Q8NER1 | TRPV1-expressing cells, Fluo-8 calcium influx, agonist mode | activation, % at 8.33 µM | hit rate 0.19% among 320,000; in the data active = activation above about 80%; inconclusive = between about 30% and that limit; note: 0% is about no effect
Target sequence (Q8NER1 whole entry, looked up): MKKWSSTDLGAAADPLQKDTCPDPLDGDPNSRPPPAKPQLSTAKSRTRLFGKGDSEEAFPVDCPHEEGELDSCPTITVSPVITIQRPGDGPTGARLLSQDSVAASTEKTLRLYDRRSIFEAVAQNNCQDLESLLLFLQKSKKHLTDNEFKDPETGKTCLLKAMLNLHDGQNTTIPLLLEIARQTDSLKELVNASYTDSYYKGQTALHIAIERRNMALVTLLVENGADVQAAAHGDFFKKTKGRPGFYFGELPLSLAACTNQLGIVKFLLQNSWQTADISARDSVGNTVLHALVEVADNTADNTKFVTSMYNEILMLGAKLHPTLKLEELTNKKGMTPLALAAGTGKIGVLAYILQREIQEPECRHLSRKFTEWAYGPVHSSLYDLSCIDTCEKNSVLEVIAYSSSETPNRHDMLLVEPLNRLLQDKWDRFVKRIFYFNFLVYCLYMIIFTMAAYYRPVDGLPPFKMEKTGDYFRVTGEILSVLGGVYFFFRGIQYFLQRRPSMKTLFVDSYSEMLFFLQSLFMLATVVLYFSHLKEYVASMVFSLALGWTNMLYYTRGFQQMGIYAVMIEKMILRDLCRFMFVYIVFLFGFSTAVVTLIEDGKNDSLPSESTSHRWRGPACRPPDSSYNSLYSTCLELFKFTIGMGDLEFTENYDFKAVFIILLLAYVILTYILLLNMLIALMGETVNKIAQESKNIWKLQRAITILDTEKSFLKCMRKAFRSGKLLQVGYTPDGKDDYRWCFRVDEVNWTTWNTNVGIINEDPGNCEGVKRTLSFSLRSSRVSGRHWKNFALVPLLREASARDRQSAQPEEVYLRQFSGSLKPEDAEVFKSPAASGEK
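Fluo-8 calcium influx in TRPV1-expressing cells, kinetic read (ex 480/em 520 nm). Compound added and read 3 min for agonist activity, followed by capsaicin at EC20 final and 2 min further read for enhancement.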
hERG WT inh: blocks the wildtype human KCNH2 potassium channel; activity change, % at 1.84 µM; U2OS, BacMam KCNH2, thallium flux FluxOr; stronger effect = lower value; hit rate 0.37% among 340,000; Q12809;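 active = maximum activity change below -70%; inconclusive = maximum activity change between -70% and -50%; inactive = maximum activity change above -50%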; note: % is set by controls: 0 for no effect and ±100 for the full control effect
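U2OS cells were transduced with wild-type KCNH2 virus (2.03 x 10^8 / mL) for 4 h at room temperature, then cultured overnight at 37 C. Thallium flux was read with FluxOr dye. Rate constants were normalized to DMSO controls.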
Coupling enz: counter-screen for Giardia aldolase inhibitors: coupling enzyme system; coupling enzyme system counterscreen, AmpLite Red fluorescence; hit rate 0.67% among 290,000; activity change, negative = inhibition, % at 58.2 µM, hits read low; in the data active = activity change below about -30%; note: % is set by controls: 0 for no effect and ±100 for the full control effect
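Final compound at 57.5 uM, incubated 10 min at RT with coupling enzyme reagent (glyceraldehyde-3-phosphate), then 20 min with substrate and AmpLite Red detection. Fluorescence read at 525/598 nm; tests interference with the coupling assay, not aldolase inhibition.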
Menin-MLL TR inh: menin-MLL binding inhibition, Texas Red mutant peptide; hit rate 0.23% among 270,000; Potency, µM (top dose mostly 61.6 µM), for inactives: at the highest dose FP activity change, negative = inhibition, actives largely listed as inhibitors; Menin + Texas Red MLL mutant peptide, fluorescence polarization; AID 1768; active = well fitted inhibition curve with a large enough effect in the polarisation, with a control signal flat, not every such curve was filed as active; inconclusive = small, poorly fitted or top-dose-only effect, or effect the other way, or a change in a side signal; inactive = no such curve, though single readings can be large or run the other way; the % refers to the polarisation; note: potency is the fitted concentration of half-maximal effect; % of control where 0% means no effect; many of its hits are not listed in these tables
USP2a inh: blocks human ubiquitin-specific protease USP2a; USP2 core, Ub-CHOP2 coupled fluorogenic reporter, 485/531; Potency, µM (highest dose often 38.3 µM), without a hit: top-dose activity change, negative = inhibition, hits mostly inhibitors; hit rate 0.01% among 330,000;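 note: potency is the fitted concentration of half-maximal effect; plate controls were DMSO wells for no effect and full inhibition by NEM control for full effect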
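Deubiquitinase activity read as fluorescence (485/531 nm) after Ub-CHOP2 cleavage activates the enterokinase reporter on its substrate; USP2 core 10nM, Ub-CHOP2 and substrate 25nM each, 30min compound preincubation then 60min RT; data normalized to NEM, curves fitted.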
KCNH2 3.1 inh: blocks the human KCNH2 3.1 channel isoform; U2OS KCNH2 3.1, thallium flux FluxOr; stronger effect = lower value; activity change, % (tested at about 1.8 µM); hit rate 0.95% among 340,000;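 active = maximum activity change below -70%; inconclusive = maximum activity change from -70% to -50%; inactive = maximum activity change above -50%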;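 note: thallium influx rate constant from kinetic fluorescence after stimulation buffer; % is set by controls: 0 for no effect and ±100 for the full control effect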
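Thallium flux read-out: FluxOr dye with Red40 quencher in HBSS/HEPES, 45 min at RT. Rate constants from kinetic reads were normalized to positive and negative DMSO controls. Cells: U2OS virally expressing the 3.1 isoform.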
Giardia kill: kills Giardia lamblia; activity change, % at 7.66 µM, hits read low; Giardia lamblia trophozoite viability; hit rate 0.15% among 340,000; in the data active = activity change below about -80%; inconclusive = between about -30% and that limit;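 note: parasites exposed to compound for two days anaerobically before the ATP read; % is set by controls: 0 for no effect and ±100 for the full control effect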
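Each well holds 100 Giardia trophozoites and compound. After two days (48 hrs) at 37 deg C in anaerobic conditions, ATP is quantified by luminescence.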
B2AR arrestin: recruits beta-arrestin to the human beta2-adrenergic receptor; beta-arrestin recruitment to beta2AR, cell-based reporter; P07550; hit rate 0.02% among 330,000; AID 492947; Potency, µM (titrated, usually from 46.1 µM), inactives show at the highest dose activation, most hits filed as activators;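 note: potency is the fitted concentration of half-maximal effect; 0% = DMSO controls and full agonism = EC100 isoproterenol or metaproterenol; nearly all actives have a fitted effect of over 65% in size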
GALK inhibitor: galactokinase (human) inhibition | Potency, µM (top dose mostly 57.5 µM), for the others: at the highest dose activity change, negative = inhibition, most hits filed as inhibitors | Purified GALK, Kinase-Glo residual ATP luminescence | P51570 | hit rate 0.007% among 270,000; note: potency is the fitted concentration of half-maximal effect; % is set by controls: 0 for no effect and ±100 for the full control effect
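Luminescence from leftover ATP (Ultra-Glo luciferase/luciferin) served as read-out after a 1 h room-temperature reaction of 5 nM GALK with 35 uM ATP and 100 uM galactose.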
An asterisk follows results filed as active; [ ] = another dose, or the depositor's remark. Unless noted, calls come from the whole dose curve; as a rule, active = well fitted curve in the direction sought with a large enough effect; inconclusive = small, poorly fitted or top-dose-only effect, or another doubt; inactive = no such curve, though single readings can be large; an effect the other way counts as inactive or inconclusive. This is a subset; count on the stated rates, not on these rows.

How did COc1ccc(C(NC=O)c2cc(OC)c(OC)cc2Br)cc1OC (stereo not given) do in these assays?
MLL CXXC-DNA inh: 2%; PKM2 act: -1%; TRPV1 agonist: -2; hERG WT inh: -4; Coupling enz: 0; Menin-MLL TR inh: -2%; USP2a inh: 5%; KCNH2 3.1 inh: 3; Giardia kill: 2; B2AR arrestin: -0.3%; GALK inhibitor: 2%

Results for COc1ccc(/C=N/NC(=O)Cn2cnc3ccccc3c2=O)cc1OC ?
MLL CXXC-DNA inh: 2%; PKM2 act: 2%; TRPV1 agonist: 1; hERG WT inh: 3; Coupling enz: 2; Menin-MLL TR inh: -7%; USP2a inh: -2%; KCNH2 3.1 inh: -6; Giardia kill: -11; B2AR arrestin: -2.0%; GALK inhibitor: 1%

How did O=S(=O)(c1cccc2ccccc12)N1CCSC1 do in these assays?
MLL CXXC-DNA inh: 7%; PKM2 act: 6%; TRPV1 agonist: 0; hERG WT inh: 6; Coupling enz: -4; Menin-MLL TR inh: 12%; USP2a inh: 0%; KCNH2 3.1 inh: -2; Giardia kill: -18; B2AR arrestin: -0.3%; GALK inhibitor: 0%

What do the screens show for `CCCCOc1cc(NCc2ccccc2)c2ncn(C(C)C)c2c1`?
hERG WT inh: -4; USP2a inh: 0%; KCNH2 3.1 inh: -7; Giardia kill: -22; B2AR arrestin: -0.1%

Results for Cn1c(=O)c(-c2cc(=O)[nH][nH]2)c(O)c2ccccc21 ?
MLL CXXC-DNA inh: 39%[activator]; PKM2 act: 1%; TRPV1 agonist: -1; hERG WT inh: -11; Coupling enz: 3; Menin-MLL TR inh: 31%[activator]; USP2a inh: 1%; KCNH2 3.1 inh: -5; Giardia kill: 7; B2AR arrestin: -0.1%; GALK inhibitor: 6%

Results for COc1ccc(CCNS(=O)(=O)c2cccc(F)c2)cc1OC ?
MLL CXXC-DNA inh: 2%; PKM2 act: 2%; TRPV1 agonist: -1; hERG WT inh: 24; Coupling enz: 0; Menin-MLL TR inh: 7%; USP2a inh: 4%; KCNH2 3.1 inh: -14; Giardia kill: 12; B2AR arrestin: 0.2%; GALK inhibitor: 0%

How did COc1ccc(C(=O)NC2CCCc3c2cnn3-c2ccc(C)c(C)c2)c(OC)c1OC (stereo not given) do in these assays?
MLL CXXC-DNA inh: 13%; TRPV1 agonist: 9; hERG WT inh: 0; USP2a inh: -6%; KCNH2 3.1 inh: -39; Giardia kill: 23; B2AR arrestin: 0.5%; GALK inhibitor: -1%

What do the screens show for `S=c1[nH]nc(-c2cc(-c3ccccc3)n[nH]2)n1/N=C/c1c2ccccc2cc2ccccc12`?
MLL CXXC-DNA inh: 4%; PKM2 act: 1%; TRPV1 agonist: 1; hERG WT inh: 17; Coupling enz: -2; USP2a inh: 1%; KCNH2 3.1 inh: 0; Giardia kill: 3; B2AR arrestin: 0.2%; GALK inhibitor: 2%

How did Cn1c(=O)c2c(ncn2CC(=O)Nc2nc3ccc(F)cc3s2)n(C)c1=O do in these assays?
MLL CXXC-DNA inh: 6%; PKM2 act: 1%; TRPV1 agonist: 0; hERG WT inh: 23; Coupling enz: 1; Menin-MLL TR inh: 1%; USP2a inh: 1%; KCNH2 3.1 inh: 6; Giardia kill: 6; B2AR arrestin: 3.2%; GALK inhibitor: 1%

Results for COC(=O)Oc1nsnc1N1CCOCC1 ?
MLL CXXC-DNA inh: -2%; PKM2 act: -15%; TRPV1 agonist: -3; hERG WT inh: 6; Coupling enz: -1; Menin-MLL TR inh: 2%; USP2a inh: 0%; KCNH2 3.1 inh: -5; Giardia kill: 3; B2AR arrestin: 0.4%; GALK inhibitor: -1%

What do the screens show for `CCc1cccc(OCCCCNCCOC)c1`?
MLL CXXC-DNA inh: 3%; PKM2 act: 16%; TRPV1 agonist: 0; hERG WT inh: -12; Coupling enz: -2; Menin-MLL TR inh: -6%; USP2a inh: 0%; KCNH2 3.1 inh: -13; Giardia kill: 11; B2AR arrestin: -0.3%; GALK inhibitor: 4%

What do the screens show for `NNC(=O)c1nc[nH]c1C(=O)Nc1ccccn1`?
MLL CXXC-DNA inh: 3%; PKM2 act: -1%; TRPV1 agonist: 9; hERG WT inh: 0; Coupling enz: -1; Menin-MLL TR inh: -1%; USP2a inh: 3%; KCNH2 3.1 inh: -3; Giardia kill: 1; B2AR arrestin: -0.6%; GALK inhibitor: -1%

How did Cc1ccc(NC(=O)C2=CC(c3ccc(C)cc3)=NS(=O)(=O)N2C)cc1 do in these assays?
PKM2 act: 2%; TRPV1 agonist: 10; hERG WT inh: -2; Coupling enz: 1; Menin-MLL TR inh: 41%[activator]; USP2a inh: 1%; KCNH2 3.1 inh: -1; Giardia kill: -19; B2AR arrestin: 0.3%

What do the screens show for `CC1(C)Cc2nc3sc4c(SCC(=O)NC(c5ccccc5)c5ccccc5)ncnc4c3cc2CO1`?
MLL CXXC-DNA inh: 10%; PKM2 act: 0%; TRPV1 agonist: 3; hERG WT inh: -5; Coupling enz: 2; Menin-MLL TR inh: -19%; USP2a inh: -2%; KCNH2 3.1 inh: 8; Giardia kill: -14; B2AR arrestin: -0.9%; GALK inhibitor: 2%

Results for O=C(CN1C(=O)COc2ccccc21)N(Cc1ccc2c(c1)OCO2)CC1CCCO1 (stereo not given) ?
MLL CXXC-DNA inh: 6%; PKM2 act: -1%; TRPV1 agonist: 0; hERG WT inh: 8; Coupling enz: 0; Menin-MLL TR inh: -11%; USP2a inh: 1%; KCNH2 3.1 inh: -42; Giardia kill: -1; B2AR arrestin: -0.4%; GALK inhibitor: 7%

How did CC(=O)c1cccc(S(=O)(=O)Nc2cccc(S(=O)(=O)NC3=NCCC3)c2)c1 do in these assays?
MLL CXXC-DNA inh: 2%; PKM2 act: -2%; TRPV1 agonist: -1; hERG WT inh: -20; Coupling enz: 1; Menin-MLL TR inh: -3%; USP2a inh: 2%; KCNH2 3.1 inh: 1; Giardia kill: -14; B2AR arrestin: -0.5%; GALK inhibitor: -2%

Results for O=C(Nc1ccc(C2CC2(Cl)Cl)cc1)c1cccc([N+](=O)[O-])c1 (stereo not given) ?
MLL CXXC-DNA inh: -11%; PKM2 act: -1%[11.5 µM]; TRPV1 agonist: inconclusive; hERG WT inh: -9; Coupling enz: -7; Menin-MLL TR inh: inconclusive; USP2a inh: -2%; KCNH2 3.1 inh: inconclusive; Giardia kill: -21; B2AR arrestin: -0.3%; GALK inhibitor: 1%

What do the screens show for `Cc1ccc(C)c(NC(=O)CSc2nnc([C@@H](N)Cc3ccccc3)o2)c1`?
MLL CXXC-DNA inh: -1%; PKM2 act: -3%; TRPV1 agonist: -1; hERG WT inh: 19; Coupling enz: -1; Menin-MLL TR inh: -2%; USP2a inh: -2%; KCNH2 3.1 inh: -6; Giardia kill: -16; B2AR arrestin: 0.4%; GALK inhibitor: -2%

Results for O=C(CCC(=O)N1CCSc2ccccc21)NCCc1ccccc1 ?
PKM2 act: -9%; TRPV1 agonist: 3; hERG WT inh: -8; Coupling enz: 1; Menin-MLL TR inh: -4%; USP2a inh: 2%; KCNH2 3.1 inh: -5; Giardia kill: 3; B2AR arrestin: -0.5%

What do the screens show for `O=C(COC(=O)c1cccs1)c1ccc2c(c1)OCCO2`?
MLL CXXC-DNA inh: 14%; PKM2 act: -68%; TRPV1 agonist: -1; hERG WT inh: -1; Coupling enz: -4; Menin-MLL TR inh: inconclusive; USP2a inh: 3%; KCNH2 3.1 inh: -1; Giardia kill: 11; B2AR arrestin: -0.6%; GALK inhibitor: 8%

What do the screens show for `Cc1ccc(S(=O)(=O)c2c(N)n(CC3CCOC3)c3nc4ccccc4nc23)cc1` (stereo not given)?
MLL CXXC-DNA inh: 1%; PKM2 act: 4%; TRPV1 agonist: 16; hERG WT inh: 3; Coupling enz: -17; Menin-MLL TR inh: 10%; USP2a inh: -1%; KCNH2 3.1 inh: -5; Giardia kill: 4; B2AR arrestin: 0.1%; GALK inhibitor: -4%

How did O=C(O)c1cc2c(N3CCC(Cc4ccccc4)CC3)ncnc2s1 do in these assays?
MLL CXXC-DNA inh: -1%; PKM2 act: 2%; TRPV1 agonist: -6; hERG WT inh: 3; Coupling enz: 9; Menin-MLL TR inh: 22%; USP2a inh: 1%; KCNH2 3.1 inh: -8; Giardia kill: -8; B2AR arrestin: -0.1%; GALK inhibitor: 0%

How did CCN(CC(=O)Nc1ccc(S(=O)(=O)N2CCCC2)cc1)CC(=O)Nc1cccc(OC)c1 do in these assays?
MLL CXXC-DNA inh: -4%; PKM2 act: 18%; TRPV1 agonist: 0; hERG WT inh: -2; Coupling enz: 0; USP2a inh: -18%; KCNH2 3.1 inh: 6; Giardia kill: 8; B2AR arrestin: -0.6%; GALK inhibitor: 3%

Results for CCN(c1ccccc1)S(=O)(=O)c1ccc(C(=O)N(CCN(C)C)c2nc3c(F)cc(F)cc3s2)cc1 ?
MLL CXXC-DNA inh: 30%[activator]; PKM2 act: -6%; TRPV1 agonist: 3; Coupling enz: -4; Menin-MLL TR inh: inconclusive; USP2a inh: 2%; B2AR arrestin: 0.3%; GALK inhibitor: -2%
